CHT inh = human CHT choline transport inhibition; 0.86% of 310,000 active; CHT-expressing cells, membrane potential dye, choline response; stronger effect = lower value; Q9GZV3; AID 488975; B-score at 10 µM;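 active means B-score over 3 SD under the library average, and starting fluorescence ratio not unusually high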;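 further: choline stimulus applied at its EC90 after an EC20 pre-addition; B-score computed on integrated fluorescence ratio after choline addition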
Target sequence (Q9GZV3 whole entry, looked up): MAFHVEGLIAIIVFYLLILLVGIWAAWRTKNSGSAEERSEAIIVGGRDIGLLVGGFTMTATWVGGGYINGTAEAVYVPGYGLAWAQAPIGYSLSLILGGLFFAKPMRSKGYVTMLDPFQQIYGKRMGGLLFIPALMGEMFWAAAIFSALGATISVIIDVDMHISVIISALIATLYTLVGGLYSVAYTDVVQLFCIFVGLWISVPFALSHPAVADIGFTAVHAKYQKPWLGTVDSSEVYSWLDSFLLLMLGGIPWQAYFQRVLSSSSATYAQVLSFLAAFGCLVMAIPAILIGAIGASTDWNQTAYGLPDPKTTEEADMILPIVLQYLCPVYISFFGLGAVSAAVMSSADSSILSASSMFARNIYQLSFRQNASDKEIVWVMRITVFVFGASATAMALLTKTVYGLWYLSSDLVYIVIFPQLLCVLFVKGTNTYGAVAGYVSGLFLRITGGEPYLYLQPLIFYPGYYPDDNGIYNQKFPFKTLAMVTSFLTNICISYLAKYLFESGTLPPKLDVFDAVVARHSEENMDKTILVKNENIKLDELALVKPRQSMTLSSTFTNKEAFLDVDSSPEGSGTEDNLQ
KCNQ2 block = KCNQ2 potassium channel inhibitors, primary screen, cell-based, CHO-K1, FluxOR thallium flux, B-score (AID 2156). O88943. 20 min; stronger effect = lower value. B-score at 10 µM. 1.1% of 310,000 active;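 active means fluorescence ratio B-score at most minus 3 library SDs, with starting brightness B-score within 2 library SDs, cut at about -5.5 in these data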
The depositor's hits bear a star; i = inactive; x = no result given.

Below each SMILES: CHT inh, KCNQ2 block
1. O=[N+]([O-])c1ccc(Cl)cc1Sc1cccc2cccnc12
    i, i
2. CCNc1nc(SCc2ccccc2)nc(N2CCOCC2)n1
    i, x
3. Cc1nnc(NC(=O)C2CCCO2)s1 (configuration not stated)
    i, i
4. COc1ccc(CN2C(=O)c3c(c(C)n(C)c3C)C2C(=O)NC2CCC(C)CC2)cc1 (configuration not stated)
    i, i
5. COc1ccccc1N1CC(C(=O)OCC(=O)c2ccc(F)cc2)CC1=O (configuration not stated)
    i, i
6. CCOc1ccc(NC(=O)c2ccc(CNc3c(N4CCCC4)c(=O)c3=O)cc2)cc1
    i, i
7. Cc1c(NC(=O)C(C)OC(=O)C23CC4CC(CC(Br)(C4)C2)C3)c(=O)n(-c2ccccc2)n1C (configuration not stated)
    i, i
8. COc1ccc(S(=O)(=O)N(CC(=O)Nc2ccc3c(c2)OCO3)c2ccccc2OC)cc1
    i, i
9. CCc1ccccc1N/N=C(/C)c1c(O)cc(C)oc1=O
    i, i
10. CCc1ccc(NC(=O)C(C)Sc2nc(-c3ccco3)c(C#N)c(=O)[nH]2)cc1 (configuration not stated)
    i, i
11. O=C(c1ccc(NS(=O)(=O)c2ccccc2)cc1)N1CCCCCC1
    i, i
12. CCOC(=O)c1nn(-c2ccccc2C)c(=O)cc1OCC(=O)N1CCN(c2ccccc2)CC1
    i, i
13. Cc1ccc(CNC(=O)CCS(=O)(=O)c2ccc(Br)cc2)cc1
    x, i
14. Cc1ccccc1NC(=O)Cc1c[nH]c2ccccc12
    i, i
15. C/C(NCC(C)(C)CN(C)C)=C(/C#N)C(=O)NCc1ccccc1
    i, i
16. CCCOc1ccc(-c2c(C(=O)N/N=C/c3ccc(OC)cc3)nnn2-c2nonc2N)cc1
    i, i
17. COc1ccc(N(CC(=O)Nc2ccc(C)cn2)S(=O)(=O)c2c(C)noc2C)cc1
    i, i
18. CCCCCOc1ccc(NC(=O)c2cc(SC)ccc2Cl)cc1
    i, i
19. COc1ccc(N2CCN(C(=O)c3cccn4c(=O)c5ccccc5nc34)CC2)cc1
    i, i
20. CC(=O)Nc1ccc(S(=O)(=O)Nc2nc3ccccc3nc2N2CCc3ccccc3C2)cc1
    i, i
21. CCOc1ccc(N2C(=O)C3C(c4ccccc4F)NN(C(=O)c4ccc(C)cc4)C3C2=O)cc1 (configuration not stated)
    i, i
22. CCN1CCN(C(c2ccc(F)cc2)c2nnnn2Cc2cccs2)CC1 (configuration not stated)
    i, i
23. CC(OC(=O)c1cccc(S(=O)(=O)Nc2ccccc2F)c1)C(=O)NCc1ccc2c(c1)OCO2 (configuration not stated)
    i, i
24. Cc1ccc2nc(-c3ccccc3)cc(C(=O)NCCCn3ccnc3)c2c1
    -11*, i
25. O=C(C1=C[C@H](C2CC2)C[C@H](OCc2ccc(CO)cc2)O1)N1CCOCC1
    i, i
26. O=C1c2ccccc2C(Nc2ccc(Cl)cc2)N1CCN1CCOCC1 (configuration not stated)
    i, i
27. CN(C(=O)c1cccc(COc2ccc(Cl)cc2Cl)c1)c1ccccc1
    i, i
28. O=C(CSc1ccc(F)cc1)NCCSc1ccccc1
    i, i
29. O=C1c2c(Br)c(Br)c(Br)c(Br)c2C(=O)N1c1ccccn1
    i, i
30. O=C(Cn1cnc([N+](=O)[O-])c1)c1ccc(F)cc1
    i, i
31. Cc1cc(NC(=O)c2cc(-c3ccccc3C)nc3ccccc23)no1
    i, i
32. Cc1csc(SC(C)C(=O)NCC2CCCCC2)n1 (configuration not stated)
    i, i
33. COc1ccc(NC(=O)CSc2nc(=O)n(CCN3CCOCC3)c3c2CCC3)c(OC)c1
    i, i
34. c1ccc2c(c1)[nH]c1c(NCC3CCCO3)ncnc12 (configuration not stated)
    i, i
35. CC(C)c1ccc(NC(=O)C2CCCN(S(=O)(=O)c3ccc4c(c3)C(C)(C)C(=O)N4C)C2)cc1 (configuration not stated)
    i, i
36. COc1cc(/C=N/NC(=O)c2cc(-c3cccs3)nc3ccccc23)ccc1O
    i, i
37. Cn1c(N)c(C(=O)CSc2nnc(-c3ccccc3F)n2N)c(=O)n(C)c1=O
    i, i
38. N#Cc1ccsc1NC(=O)CN1C(=O)NC2(CCCC2)C1=O
    i, i
39. COc1ccc(N2CCN(C(=O)C3Cc4ccccc4CN3C(=O)c3ccccc3)CC2)cc1 (configuration not stated)
    i, i
40. O=C(Nc1nc2ccc(Cl)cc2s1)c1ccc(Br)o1
    i, i
41. COc1cccc(CNC(=O)CCC2CCCN(C(=O)c3ccc(OC)c(F)c3)C2)c1 (configuration not stated)
    i, i
42. Cc1cccc(C(=O)Nc2ccccc2SCC(=O)Nc2ccc(C)c(Cl)c2)c1
    i, i
43. Cc1cc(=O)oc2c3c(cc(OCC(=O)N4CCC(C(=O)O)CC4)c12)OC(C)(C)CC3
    i, i
44. CN(Cc1ccccc1F)C(=O)C(Cc1ccccc1)NC(=O)c1ccccc1 (configuration not stated)
    i, -7.9*
45. CCOc1ccc(N(CC(=O)N2CCN(Cc3ccccc3)CC2)S(C)(=O)=O)cc1
    i, i
46. COc1ccc(-n2c(C)cc(-c3csc(NC(=O)c4ccc(S(=O)(=O)N(C)C)cc4)n3)c2C)cc1
    i, i
47. CCOc1ccc(S(=O)(=O)N2CCCCC2)cc1NC(=O)C1CSC2(C)CCC(=O)N12 (configuration not stated)
    i, i
48. C[N+](C)(C)CCCN(Cc1ccc2c(c1)OCO2)C(=O)NC1CCCCC1
    i, i
49. COc1cccc(C2=NOC(C(=O)NCc3ccccn3)C2)c1 (configuration not stated)
    i, i
50. COc1cccc(-n2c(SCC(=O)N3CCOCC3)nc3c([nH]c4ccccc43)c2=O)c1
    i, i
51. CCS(=O)(=O)c1ccccc1C(=O)NC1CCCc2ccccc21 (configuration not stated)
    i, i
52. Cc1ccc(C(C(=O)NC2CCCC2)N(C(=O)Cc2cccs2)c2cccc(C)c2C)o1 (configuration not stated)
    i, i
53. Nc1sc2c(c1C(=O)NCCc1ccccc1)CCC2
    i, i
54. O=C(COC(=O)CCc1c[nH]c(=O)[nH]1)Nc1cccc(Cl)c1
    i, i
55. C/C(CC(=O)Nc1ccccn1)=N\NC(=O)Cc1cccc2ccccc12
    i, i
56. COc1cccc(NC(=O)CSc2nccn2-c2cccc(OC)c2)c1
    i, i
57. Cc1cc(C)cc(NC(=O)C2CCCN(S(=O)(=O)c3cnc[nH]3)C2)c1 (configuration not stated)
    i, i
58. CN(C(=S)SCc1ccccc1)C1CCS(=O)(=O)C1 (configuration not stated)
    i, i
59. Cc1nc(CSc2ccc(Cl)cc2)cs1
    i, i
60. O=C1/C(=C\c2cccnc2)Sc2ccccc21
    i, i

Five compounds drawn at random from the list so far:
Below each SMILES: CHT inh, KCNQ2 block
47. CCOc1ccc(S(=O)(=O)N2CCCCC2)cc1NC(=O)C1CSC2(C)CCC(=O)N12 (configuration not stated)
    i, i
53. Nc1sc2c(c1C(=O)NCCc1ccccc1)CCC2
    i, i
60. O=C1/C(=C\c2cccnc2)Sc2ccccc21
    i, i
51. CCS(=O)(=O)c1ccccc1C(=O)NC1CCCc2ccccc21 (configuration not stated)
    i, i
54. O=C(COC(=O)CCc1c[nH]c(=O)[nH]1)Nc1cccc(Cl)c1
    i, i

The listing continues.
Below each SMILES: CHT inh, KCNQ2 block
61. CCSc1nnc2nc3[nH]c4c(C)cccc4c3nn12
    i, i
62. CC(C)C(c1nnnn1Cc1ccccc1)N1CCc2ccccc2C1 (configuration not stated)
    i, i
63. Oc1ccc(Nc2nc3ccccc3nc2Nc2ccc(O)cc2)cc1
    i, i
64. COc1ccc(S(=O)(=O)NCCc2nnc3ccc(SCC(=O)Nc4cc(C)on4)nn23)cc1
    i, i
65. CN(C)CCCNc1oc(-c2cccc(Cl)c2)nc1C#N
    i, i
66. CC(C)C1CC(O)(C2(O)CCCCC2)ON1 (configuration not stated)
    i, i
67. CCOCCCNC(=O)c1cn(CC)c2ccc(S(=O)(=O)N3CCCC3)cc2c1=O
    i, i
68. O=C(Nn1c(C2CC2)nc2ccccc2c1=O)c1ccco1
    i, i
69. Cc1ccc(C(=O)N2CC=C(c3ccccc3)CC2)s1
    i, i
70. CCOc1c2ccoc2nc2c(OC)c(OC)ccc12
    i, i
71. O=C(NCCCN1CCCC1=O)c1ccc(NS(=O)(=O)c2cccc([N+](=O)[O-])c2)cc1
    i, i
72. CCCN1CCN(S(=O)(=O)c2ccc3c(c2)CC(C)N3C(=O)C2CC2)CC1 (configuration not stated)
    i, i
73. CCOC(=O)c1nn(-c2ccc(Cl)cc2)c(C)cc1=O
    i, i
74. COc1cccc(CNCCO)c1OCc1ccccc1
    i, i
75. Cc1ccc(-n2c(O)c(/C=N/Nc3ccc(S(=O)(=O)N4CCOCC4)cc3[N+](=O)[O-])c3ccccc3c2=O)c(C)c1
    -5.1*, i
76. Cc1nc(N2CCN(C(=O)c3cnccn3)CC2)c2c3c(sc2n1)CC(C(C)(C)C)CC3 (configuration not stated)
    i, i
77. CCC[C@@H]1CCCO[C@@](C(=O)NCc2ccccn2)(C(F)(F)F)C1
    i, i
78. Cc1ccccc1NC(=O)c1ccc(CSc2ncccn2)cc1
    i, i
79. CCN/C=C(\C#N)S(=O)(=O)c1ccc(Br)cc1
    i, i
80. Cc1cccc(C(=O)Nc2nc3ccc(S(C)(=O)=O)cc3s2)c1
    i, i
81. O=C(CSc1nc(O)c(Cc2ccccc2)c(=O)[nH]1)N1CCOCC1
    i, i
82. C/C=C/COC(=O)C1=C(C)NC(=O)NC1c1ccc2c(c1)OCO2 (configuration not stated)
    i, i
83. O=C(Nc1cccc(Cl)c1)c1ccc(F)c(S(=O)(=O)N2CCN(c3ccccn3)CC2)c1
    i, i
84. CCCn1c(N)c(C(=O)NS(=O)(=O)c2ccc(C)cc2)c(=O)n(C)c1=O
    i, i
85. COc1ccc(C=O)cc1OS(=O)(=O)c1ccccc1[N+](=O)[O-]
    i, i
86. CCOc1ccc2nc(NCCNC(=O)Nc3ccccc3)c(C#N)cc2c1
    i, i
87. CCOc1ccccc1NC(=O)c1ccc(CN2CCc3ccccc3C2)cc1
    i, i
88. C=C1CCN(c2ccc(C(=O)O)cc2[N+](=O)[O-])CC1
    i, i
89. O=C(O)c1cc([N+](=O)[O-])ccc1N1CCC(Cc2ccccc2)CC1
    i, i
90. CC1CCN(C(c2cccs2)c2nnnn2Cc2ccccc2)CC1 (configuration not stated)
    i, i
91. O=C(NCc1ccc(F)cc1)c1ccncc1
    i, i
92. COc1ccc2c(CC(=O)Nc3nnc(C4CC4)s3)coc2c1
    i, i
93. Fc1ccccc1COc1ccccc1/C=N/Nc1nc(N2CCCC2)nc(N2CCCC2)n1
    i, i
94. CCN1CCN(c2nc(N)c([N+](=O)[O-])c(Nc3ccc(C)c(C)c3)n2)CC1
    i, i
95. c1cc(-c2nnc(-c3ccncc3)o2)ccn1
    i, i
96. Cc1ccccc1NC(=O)Cn1nnc2sc3c(c2c1=O)CC(C)(C)OC3
    i, i
97. NC(=O)SC/C(=N\S(=O)(=O)c1ccccc1)Nc1ccccc1
    i, x
98. CC(=O)Nc1ccc(NC(=O)CSc2nncn2C)cc1
    i, i
99. CC(=O)c1oc2ccccc2c1NC(=O)CN1CCCCC1
    i, i
100. Cc1ccc(S(=O)(=O)N2CCCN(C(=O)c3cc4ccccc4[nH]3)CC2)cc1
    i, i
101. CCCOc1ccc(N2C(=O)CC(N(Cc3ccc(OC)cc3)C(=S)Nc3ccccc3)C2=O)cc1 (configuration not stated)
    i, i
102. CC12CCC(C(=O)NC(c3ccccc3)c3ccccc3)(OC1=O)C2(C)C (configuration not stated)
    i, i
103. COc1ccc(C(=O)Nc2ccccc2C(=O)Nc2cccc(C)n2)cc1
    i, i
104. CC(=O)Nc1ccc(Nc2ncnc(N)c2[N+](=O)[O-])cc1
    i, i
105. CCOC(=O)CNC(=O)c1ccccc1
    i, i

An excerpt taken from the entries so far, for reference:
Below each SMILES: CHT inh, KCNQ2 block
12. CCOC(=O)c1nn(-c2ccccc2C)c(=O)cc1OCC(=O)N1CCN(c2ccccc2)CC1
    i, i
13. Cc1ccc(CNC(=O)CCS(=O)(=O)c2ccc(Br)cc2)cc1
    x, i
14. Cc1ccccc1NC(=O)Cc1c[nH]c2ccccc12
    i, i

The list continues.
Below each SMILES: CHT inh, KCNQ2 block
106. COc1nc(OC)nc(N2CCC(NC(=O)C(Cc3cccc(OC)c3OC)NC(C)=O)CC2)n1 (configuration not stated)
    i, i
107. CCCC(c1nnnn1C(C)(C)C)N1CCN(Cc2ccccc2OC)CC1 (configuration not stated)
    i, i
108. COc1cccc(/C=C(/C#N)c2ccc(F)cc2)c1OCc1cccc(C(=O)O)c1
    i, i
109. Cc1ccc(NS(=O)(=O)c2ccc(OCC(=O)NCC3CCCO3)cc2)cc1 (configuration not stated)
    i, i
110. Cc1cccc(OCc2nnc(SCC(=O)NCC3CCCO3)n2C)c1 (configuration not stated)
    i, i
111. CCCN(C(=O)CSc1nc2c(cnn2-c2ccccc2)c(=O)[nH]1)C1CCS(=O)(=O)C1 (configuration not stated)
    i, i
112. Cc1ccc(S(=O)(=O)N(CC(=O)NCc2ccc(F)cc2)C(=O)N2CCN(C)CC2)cc1
    i, i
113. Cc1cccc(OCC(=O)N2CCN(c3nnc(-c4ccccc4)c4ccccc34)CC2)c1
    i, i
114. CCC(C)(C)NC(=O)CN(C(=O)c1snc(C(N)=O)c1N)c1ccc2nc(C)sc2c1
    i, i
115. COC(=O)c1ccc(/C=N/NC(=S)NCCN2CCOCC2)cc1
    i, i
116. COc1cc(C(=O)NC2=NCCS2)ccc1OCc1c(C)noc1C
    i, i
117. CC(=O)c1ccc(NC(=O)CSc2nnc(NC(=O)CN3CCOCC3)s2)cc1
    i, x
118. Cc1nc2c(C)cccc2c(SC(=N)N)c1CC=C(Cl)Cl
    i, i
119. O=C(O)c1cnc(-c2ccccc2)nc1Sc1cccc(Cl)c1
    i, i
120. O=C(O)c1cc(-c2cccc(Cl)c2)nc2nc(N3CCCCC3)sc12
    i, i

Screens (PubChem BioAssay)
